Casp6 inh: human caspase-6 inhibitors, primary screen, biochemical, VEID-R110 fluorescence, single point, set 2 | inhibition, % at 12.5 µM | purified caspase-6, Z-VEID-R110 cleavage fluorescence | 350,000 compounds, 0.53% hits | P55212;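 active = mean inhibition across replicates at least about 35%, with every replicate also reaching that limit, limit read from the data; inconclusive = only one of the two criteria met; inactive = neither criterion met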;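 note: 0% = median of neutral control wells and 100% = no fluorescence left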
CFTR F508del cor: F508del CFTR correction, initial screen, CFBE line, single point. CFBE cells, YFP halide quenching; stimulated with forskolin plus potentiator P3; % fluorescence drop versus neutral controls. activity (quench increase), % at 7.58 µM. 350,000 compounds, 0.36% hits. AID 720511, 2013;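 active = mean added fluorescence quench of at least 8% versus neutral control, with both replicates also reaching 8%; inconclusive = only one of the mean or replicate conditions met; inactive = mean below 8% and not both replicates reaching 8%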;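 note: cells transiently co-express mutant CFTR-F508del with the halide-sensitive YFP; corrector assay measuring rescue of mutant channel to the surface after 24 h compound exposure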
ERp5 block: inhibitors of ERp5-driven insulin aggregation, primary screen, biochemical, turbidity, absorbance 650 nm, single point; inhibition, % at 9.99 µM; Protein disulfide-isomerase A6 (Homo sapiens), Q15084; 350,000 compounds, 0.05% hits; 90 min; AID 651711, 2012;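 active = mean replicate inhibition above about 25%, with every replicate also reaching it, limit read from the data, passing the limit was not always enough; inconclusive = only one of those two criteria met; inactive = neither criterion met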
DENV2 CPE: inhibitors of DENV2 cytopathic effect, primary screen, cell-based, plate reader, single concentration | DENV2-infected cells, cytopathic effect rescue | CPE inhibition, % at 9.99 µM | 350,000 compounds, 1.7% hits | AID 651640, 2012; in the data active = CPE inhibition above about 20%, passing the limit was not always enough; inconclusive = no clear call, values can overlap the other calls; tested in BHK-21 cells;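 note: 0% = median of neutral control wells and 100% = median of positive control wells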
miR-122 sensor: miR-122 Renilla sensor signal increase in Huh7, primary screen, miR-122 inhibitor project, cell-based, single point, plate reader | Huh7 miR-122 Renilla luciferase sensor, 48 h; neutral wells = 0, positive control = 100 | 340,000 compounds, 0.3% hits | activation (reporter increase), % at 12.5 µM | AID 602342, 2012;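 active = mean replicate activation score at least 90 and every replicate individually at or above 90; inconclusive = only one of the two criteria met; inactive = neither criterion met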;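 note: higher luciferase means less miR-122 activity so hits act as miR-122 inhibitors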
ERAP1 HTS inh: human ERAP1 aminopeptidase inhibitors, primary screen, biochemical, single point, plate reader; inhibition, % at 10.7 µM; 340,000 compounds, 0.15% hits; recombinant ERAP1, Leu-AMC fluorescence, 60 min;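 active = mean replicate inhibition of at least 30%, or all replicates individually reaching that 30% level; inactive = mean below 30% and not every replicate reaching it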;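 note: 0% = neutral control wells and 100% = L-leucinethiol positive control wells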
Target sequence (Q9NZ08 whole entry, looked up): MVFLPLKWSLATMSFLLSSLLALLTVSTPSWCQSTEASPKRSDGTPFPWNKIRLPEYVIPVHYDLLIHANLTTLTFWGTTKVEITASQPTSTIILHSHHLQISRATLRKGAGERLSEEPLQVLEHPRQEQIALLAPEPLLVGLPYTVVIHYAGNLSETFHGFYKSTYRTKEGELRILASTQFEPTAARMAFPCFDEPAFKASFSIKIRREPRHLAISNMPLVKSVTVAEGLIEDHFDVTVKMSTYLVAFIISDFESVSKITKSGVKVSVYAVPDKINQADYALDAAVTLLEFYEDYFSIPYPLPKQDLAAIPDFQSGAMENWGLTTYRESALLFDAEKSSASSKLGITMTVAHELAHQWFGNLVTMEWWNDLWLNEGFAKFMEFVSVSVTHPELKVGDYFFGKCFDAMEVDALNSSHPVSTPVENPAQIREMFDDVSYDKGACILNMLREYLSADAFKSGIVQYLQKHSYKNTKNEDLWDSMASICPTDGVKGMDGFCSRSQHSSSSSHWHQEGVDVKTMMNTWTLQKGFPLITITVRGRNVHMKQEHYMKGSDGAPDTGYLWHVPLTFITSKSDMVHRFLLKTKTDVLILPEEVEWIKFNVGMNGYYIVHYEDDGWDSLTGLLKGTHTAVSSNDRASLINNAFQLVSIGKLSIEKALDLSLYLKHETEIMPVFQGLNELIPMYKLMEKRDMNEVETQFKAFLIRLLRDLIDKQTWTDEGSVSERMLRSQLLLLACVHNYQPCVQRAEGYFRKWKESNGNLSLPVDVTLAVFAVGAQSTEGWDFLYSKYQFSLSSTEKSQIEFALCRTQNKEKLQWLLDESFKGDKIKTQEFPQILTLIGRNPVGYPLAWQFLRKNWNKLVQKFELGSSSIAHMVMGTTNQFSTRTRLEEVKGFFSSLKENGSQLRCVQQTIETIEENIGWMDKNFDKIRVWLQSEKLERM
SIRT5 inh: SIRT5 desuccinylase inhibitors, primary screen, biochemical, fluorescence imaging, single point, set 5. NAD-dependent protein deacylase sirtuin-5, mitochondrial (Homo sapiens), Q9NXA8. 330,000 compounds, 1.1% hits. AID 652115, 2013. inhibition, % at 15 µM. Purified SirT5, succinyl-peptide AMC, trypsin-coupled fluorescence; in the data active = inhibition above about 15%; inconclusive = no clear call, values can overlap the other calls
The depositor's hits bear a star; u = inconclusive; x = no result given; & = joins results of further samples; [ ] = another dose, or the depositor's remark.

SMILES	Casp6 inh	CFTR F508del cor	ERp5 block	DENV2 CPE	miR-122 sensor	ERAP1 HTS inh	SIRT5 inh
Cn1cccc1CNC1CCCC1	-15	4.9	0	-2	3	10	0
C[C@@H]1CCCCO[C@H](CN(C)Cc2ccc(Cl)c(Cl)c2)[C@@H](C)CN([C@H](C)CO)C(=O)c2cc(NC(=O)c3ccccc3)ccc2O1	-1	0.1	-2	-3	-2[16.7 µM]	0	4
CC1CCCCC1NC(=O)C1CCN(C(=O)c2sccc2-n2cccc2)CC1 (configuration not stated)	2	-7.1	-3	-17	-8	16	-1
C[C@H](NC(=O)C[C@H]1C=C[C@@H](NC(=O)CN2CCOCC2)[C@@H](CO)O1)c1ccccc1	5	1.5	1	1	x	11	0
C[C@H](CO)N1C[C@H](C)[C@@H](CN(C)C(=O)c2ccc3c(c2)OCO3)Oc2ncc(C3=CCCCC3)cc2C1=O	1	-2.9	2	9	-7[16.7 µM]	-3	4
COc1ccc(CN(CC(=O)NCc2ccco2)C(=O)CNS(=O)(=O)c2ccc(C)cc2)cc1	7	1.6	-7	-4	0	0	0
CCOc1ccc(S(=O)(=O)N2CCCCC2)cc1NC(=O)CSCc1c(C)noc1C	1	0.5	-3	-7	x	8	-3
COc1ccc(-c2cc(C(=O)N(C)CC(=O)Nc3ccccc3Br)c3ccccc3n2)cc1OC	2	-3.4	-4	3	-4	1	-3
COc1ccc2c3c(n(C)c2c1)[C@@H](CO)N(C(=O)C1CCC1)CC31CN(C(=O)Nc2cccc(F)c2)C1	3	-4.3	-3	19	x	0	3
CC=Cc1ccc2n(c1=O)C[C@H]1[C@H](CO)[C@@H](C(=O)NCC3CC3)N(CCC)[C@@H]21 (mixture of isomers)	0	0.9	-4	-4	x	3	2
c1ccc2cc(CSCc3nc4ccccc4[nH]3)ccc2c1	-3	x	3	4	x	-3	1
Cc1ccc(NC(=O)c2cc(S(=O)(=O)N(C)C)ccc2N2CCCC2)cc1S(=O)(=O)N(C)C	2	2.3	8	u	x	0	1
C[C@@H]1CCCCO[C@@H](CN(C)S(=O)(=O)c2ccccc2)[C@@H](C)CN([C@H](C)CO)C(=O)c2cc(NS(=O)(=O)c3ccc(F)cc3)ccc2O1	2&1	0.6&1.6	-10&-3	10&1	-8	-3&-7	-2&-1
COc1ccc(COC(=O)C2CC(=O)N(Cc3ccccc3)C2)cc1 (configuration not stated)	5	-3.3	6	3	x	4	-5
S=C(NCc1ccncc1)Nc1ccccc1	-4	2.2	5	-3	-1	0	-2
O=C(c1cc2ncc(Br)cn2n1)N1CCCCC1	7	-2.7	-7	0	2	5	-5
CCn1ccnc1CN(C)C(=O)c1cc(COc2ccc(OC)c3ccccc23)on1	3	-1.3	-1	2	46	-5	-2
COc1ccc(NS(=O)(=O)c2ccc(C(=O)N3CCCCCC3)cc2)cc1	1	1.0	-2	18	-2	0	x
COc1ccccc1-n1cc(-c2ccc([N+](=O)[O-])cc2)[nH]c1=S	3	-2.0	3	1	4	0	-1
CCOC(=O)C1=CCN(S(=O)(=O)c2ccccc2Cl)C1c1ccccc1 (configuration not stated)	9	-3.2	-6	10	-3	0	0
O=C1NC(c2ccccc2)=C(c2ccc3ccccc3n2)C(c2ccc(F)cc2)N1 (configuration not stated)	0	1.9	-2	7	x	1	2
C=CCCC(=O)N1CCC(Oc2cccc(C(=O)NCc3ccccn3)c2)CC1	-7	2.5	4	17	-1	1	-2
CCNC(=O)C[C@H]1C=C[C@H](NC(=O)NC2CCCCC2)[C@H](CO)O1	0	0.5	0	-3	x	-10	0
O=C(NCC[C@@H]1CC[C@H](NC(=O)C2CCC2)[C@@H](CO)O1)c1cnccn1	-3	-2.7	-4	6	x	-4	-1
CC(=O)c1ccc(OCC(=O)Nc2ccccc2C(=O)NC2CC2)cc1	-1	-2.9	-10	u	3	0	-3

7 structures from above, arranged by SMILES length, descending:
SMILES	Casp6 inh	CFTR F508del cor	ERp5 block	DENV2 CPE	miR-122 sensor	ERAP1 HTS inh	SIRT5 inh
C[C@H](CO)N1C[C@H](C)[C@@H](CN(C)C(=O)c2ccc3c(c2)OCO3)Oc2ncc(C3=CCCCC3)cc2C1=O	1	-2.9	2	9	-7[16.7 µM]	-3	4
CC=Cc1ccc2n(c1=O)C[C@H]1[C@H](CO)[C@@H](C(=O)NCC3CC3)N(CCC)[C@@H]21 (mixture of isomers)	0	0.9	-4	-4	x	3	2
Cc1ccc(NC(=O)c2cc(S(=O)(=O)N(C)C)ccc2N2CCCC2)cc1S(=O)(=O)N(C)C	2	2.3	8	u	x	0	1
CCn1ccnc1CN(C)C(=O)c1cc(COc2ccc(OC)c3ccccc23)on1	3	-1.3	-1	2	46	-5	-2
C=CCCC(=O)N1CCC(Oc2cccc(C(=O)NCc3ccccn3)c2)CC1	-7	2.5	4	17	-1	1	-2
CC1CCCCC1NC(=O)C1CCN(C(=O)c2sccc2-n2cccc2)CC1 (configuration not stated)	2	-7.1	-3	-17	-8	16	-1
S=C(NCc1ccncc1)Nc1ccccc1	-4	2.2	5	-3	-1	0	-2

(continued)
SMILES	Casp6 inh	CFTR F508del cor	ERp5 block	DENV2 CPE	miR-122 sensor	ERAP1 HTS inh	SIRT5 inh
Cc1nnc(NC(=O)C2CC(=O)N(Cc3ccccc3)C2)s1 (configuration not stated)	-2	4.6	-4	10	0	1	-3
COc1cccc(CN(C)C[C@@H]2OCc3cnnn3CCCC(=O)N([C@@H](C)CO)C[C@H]2C)c1	-5&2&0	1.0&2.8&-2.4	5&-2&4	0&-9&7	-5	-1&3&0	-3&-2&-6
CCN1CCN(CCC(=O)Nc2ccccc2C)CC1	-7	-1.0	2	2	-14	-4	2
c1ccc2c(NC3C4CC5CC(C4)CC3C5)nc(N3CCOCC3)nc2c1 (configuration not stated)	1	-3.4	-1	-5	x	-1	9
COc1cc(NC(=O)c2cccs2)c(OC)cc1NC(=O)CCC(=O)Nc1ccc2ncccc2c1	4	-0.2	-1	-2	1	6	-1
CCNc1nc(NCC)n2c(SCC(=O)Nc3ccc(Br)cc3F)nnc2n1	20	2.0	-4	-1	-10	-1	-2
Cc1ccc(OCCSc2nc3ccccc3n2CC(=O)O)cc1C	0	-0.4	3	-2	-2	1	-15
COc1cccc(C(=O)Nc2ccc3c(c2)C(=O)N(C)C[C@@H](OC)[C@H](C)CN(C)[C@@H](C)CO3)c1	x	3.0	-1	-8	5[16.7 µM]	-3	-1
O=C(CCN1CCOCC1)N/N=C/c1cc(Br)cc(Br)c1O	-10	3.2	4	8	-1	2	x
CN(C)Cc1cn(CC[C@@H]2CC[C@H](NC(=O)Cc3cccnc3)[C@H](CO)O2)nn1	1	-0.1	1	-2	x	0	-3
C[C@@H]1CN([C@H](C)CO)C(=O)Cc2cc(NS(=O)(=O)c3ccc(Cl)cc3)ccc2O[C@H]1CN(C)Cc1ccccc1	7	0.3	-10	-11	-3[16.7 µM]	0	-6
COc1ccc(C)cc1NC(=O)c1cc(C2CC2)nc2c1c(C)nn2C1CCS(=O)(=O)C1 (configuration not stated)	3	-0.4	1	-2	1	-1	-4
COc1ccc(CNS(=O)(=O)c2ccc(-n3cccn3)cc2)cc1	4	1.0	4	2	-6	0	-2
CCOc1ccc(N(CC(=O)NCc2ccc(Cl)cc2)S(=O)(=O)c2ccccc2)cc1	-2	-2.8	3	-1	x	-6	-9
CCOC(=O)c1nc2ccc(C)cc2c2c1C1CC(c3c(Cl)cccc31)N2C(=O)OCc1ccccc1 (configuration not stated)	1	2.4	-3	19	1	5	-4
Cc1ccccc1-c1ccc([C@H]2[C@@H](CO)N3C(=O)CN(C(=O)c4ccc(F)cc4)C[C@@H]23)cc1	2	-1.7	-13	1	x	x	1
CNC(=O)C[C@@H]1CC[C@H]2[C@H](COc3ccc(NC(=O)c4cccc(OC)c4)cc3C(=O)N2C)O1	-1	0.0	4	19	-50[16.7 µM]	-2	2
O=C(O)c1ccccc1SCC(=O)N1CCOCC1	-1	-0.6	3	0	-5	2	0
CC(C)(C)c1csc(NC(=O)c2ccncc2)n1	-2	1.3	0	3	x	-2	-2
O=S(=O)(c1ccc(Br)c2ccccc12)N1CCCC1	-1	3.2	1	-4	1	2	x
Nc1[nH][nH]c(=O)c1N=Nc1cccc(Cl)c1	5	1.9	2	u	2	0	0
CSc1ccc(CN(C)C(C)C(=O)NCC2CCCCC2)cc1 (configuration not stated)	-5	0.6	-2	-1	x	-2	-4
COc1ccc(CCNC(=O)/C=C/c2ccc3ccccc3n2)cc1OC	6	-2.9	1	3	5	2	1
CC(C)Cn1c(N2CCN(CC(=O)Nc3ccc(Cl)cc3)CC2)nc2ccccc21	-2	-2.7	-4	-4	4	-3	-4
COc1ccc(NC(=O)Nc2ccc3c(c2)CCC3)cc1OC	0	5.3	-3	-4	x	0	-2

(next part)
SMILES	Casp6 inh	CFTR F508del cor	ERp5 block	DENV2 CPE	miR-122 sensor	ERAP1 HTS inh	SIRT5 inh
Cc1cccc(S(=O)(=O)N2C[C@@H](O)COC[C@H]3O[C@@H](CC(=O)NCc4ccncn4)CC[C@@H]32)c1	0	2.9	-2	-3	-1[16.7 µM]	-1	3
O=C(NCc1ccco1)c1cc(-c2cccs2)nc2ccccc12	-1	x	1	-2	x	-2	-7
C[C@@H]1CN([C@@H](C)CO)C(=O)c2cc(NC(=O)Nc3ccc(F)cc3)ccc2O[C@@H]1CN(C)Cc1ccc(Oc2ccccc2)cc1	3	-1.5&3.6	7&-5	0&6	18[16.7 µM]	-1&1	10
CC(C(=O)NCc1ccc2c(c1)OCO2)c1ccc([N+](=O)[O-])cc1 (configuration not stated)	0	0.8	0	-4	x	1	-2
COc1cc(C2C3=C(COC3=O)Oc3cc4c(cc32)OCO4)cc(OC)c1O (configuration not stated)	2	x	5	2	x	-5	-1
O=C(C[C@@H]1CC[C@@H]2NC[C@H](O)COC[C@H]2O1)NCc1ccc2c(c1)OCO2	2	-1.7	2	-5	4[16.7 µM]	0	-3
O=C(N/N=C/C(Cl)=C/c1ccc([N+](=O)[O-])cc1)C(=O)Nc1ccc(C(=O)O)cc1	0	-0.5	1	3	x	x	9
O=C1Nc2ccccc2N(O)N1c1ccc(S(=O)(=O)Nc2ccccn2)cc1	4	-0.6	-1	7	-5	6	-1
CCc1cccc2c1NC(=O)C2(O)CC(=O)c1cccs1 (configuration not stated)	1	0.2	4	-7	x	0	-3
COc1ccc(C(=O)NC2CC2)cc1OC1CCN(Cc2cnn(C)c2)CC1	3	0.9	0	19	8	-3	-3
CCOc1cc(C(=O)Nc2ccc(S(=O)(=O)Nc3nnc(CC)s3)cc2)cc(OCC)c1OCC	2	0.5	0	5	0	-11	5
CC(=O)Nc1ccc(S(=O)(=O)Nc2ccc3c(c2)OCO3)cc1	-1	-1.0	10	-4	2	0	-7
CC(C)C#Cc1ccc2c(c1)O[C@@H](CN(C)C(=O)NC(C)C)[C@@H](C)CN([C@H](C)CO)S2(=O)=O	0	-2.2	-3	-2	3[16.7 µM]	-3	6
CCCn1c(N)c(C(=O)CSc2nnc3ccccn23)c(=O)[nH]c1=O	-1	-0.7	0	-7	x	5	-3

Two entries from above, in CSV form:
compound,Casp6 inh,CFTR F508del cor,ERp5 block,DENV2 CPE,miR-122 sensor,ERAP1 HTS inh,SIRT5 inh
CC(C(=O)NCc1ccc2c(c1)OCO2)c1ccc([N+](=O)[O-])cc1 (configuration not stated),0,0.8,0,-4,x,1,-2
COc1cc(C2C3=C(COC3=O)Oc3cc4c(cc32)OCO4)cc(OC)c1O (configuration not stated),2,x,5,2,x,-5,-1

Bioassay records from PubChem.
